Granule exo inh: lytic granule exocytosis inhibition | TALL-104 LAMP-1 surface exposure, flow cytometry; cells stimulated with thapsigargin and PMA | inhibition, % at 10 µM | actives 0.66% (n = 360,000) | AID 651702;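 active = inhibition above about 55%, limit read from the data; inconclusive = no clear call, values can overlap the other calls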
ABHD5-PLIN5 inh: blocks binding of human ABHD5 to perilipin-5; Split G. princeps luciferase complementation, luminescence, 4 h; actives 0.78% (n = 360,000); inhibition, % at 4 µM;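 active = inhibition above the mean inhibition across every tested compound plus 3 SD, cut at about 22% in these data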;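 also: 0% = DMSO only wells and the 100% control is not disclosed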
MC4R antagonist: blocks human MC4R cAMP signaling | P32245 | MC4R-expressing cells, MTII-stimulated cAMP, LANCE TR-FRET | inhibition, % at 6.5 µM | actives 0.48% (n = 360,000);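 active = inhibition above its plate's cutoff, the mean of tested wells on that plate plus 3 SD, cut at about 29% in these data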;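 also: 0% = Melanotan II alone and 100% = Melanotan II plus saturating MCL0020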
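System: U2OS-MC4R stable cell line; Technique: Eu-cAMP/anti-cAMP TR-FRET, emission 671 nm; Repeats: single well per compound; Also added: Melanotan II; Dosing: one concentration, 6.5 µM nominal; Schedule: 30-min compound, 1-h challenge, 1-h detection, room temperature.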
Vif imaging: inhibitors of HIV Vif; HEK293T cells, Vif self-association by quenched fluorescence, imaging, 24 h; inhibition, % at 7.49 µM; actives 0.35% (n = 340,000); in the data active = inhibition above about 50%, passing the limit was not always enough; inconclusive = no clear call, values can overlap the other calls; inactive = below about 31%; also: some results filed as inactive read as strong as hits
TLR9-MyD88 block: blocks human TLR9 binding to MyD88; AID 504734; actives 0.21% (n = 340,000); inhibition, % at 4.98 µM; CHO BLA complementation TLR9-MyD88, CCF4 FRET ratio; Q9NR96+Q99836;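 active = inhibition above the mean over all tested compounds plus 3 SD, cut at about 21% in these data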;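 also: 0% = DMSO only wells and 100% = clavulanate BLA inhibitor control wells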
Target sequence (Q99836 whole entry, looked up): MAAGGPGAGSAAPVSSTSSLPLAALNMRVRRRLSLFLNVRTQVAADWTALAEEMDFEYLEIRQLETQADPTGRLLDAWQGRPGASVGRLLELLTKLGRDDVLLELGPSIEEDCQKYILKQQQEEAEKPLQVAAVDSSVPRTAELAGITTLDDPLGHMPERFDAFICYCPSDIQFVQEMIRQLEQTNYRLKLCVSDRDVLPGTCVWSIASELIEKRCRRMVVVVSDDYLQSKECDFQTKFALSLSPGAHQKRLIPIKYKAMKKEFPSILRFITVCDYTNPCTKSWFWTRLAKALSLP
Target sequence (Q9NR96 whole entry, looked up): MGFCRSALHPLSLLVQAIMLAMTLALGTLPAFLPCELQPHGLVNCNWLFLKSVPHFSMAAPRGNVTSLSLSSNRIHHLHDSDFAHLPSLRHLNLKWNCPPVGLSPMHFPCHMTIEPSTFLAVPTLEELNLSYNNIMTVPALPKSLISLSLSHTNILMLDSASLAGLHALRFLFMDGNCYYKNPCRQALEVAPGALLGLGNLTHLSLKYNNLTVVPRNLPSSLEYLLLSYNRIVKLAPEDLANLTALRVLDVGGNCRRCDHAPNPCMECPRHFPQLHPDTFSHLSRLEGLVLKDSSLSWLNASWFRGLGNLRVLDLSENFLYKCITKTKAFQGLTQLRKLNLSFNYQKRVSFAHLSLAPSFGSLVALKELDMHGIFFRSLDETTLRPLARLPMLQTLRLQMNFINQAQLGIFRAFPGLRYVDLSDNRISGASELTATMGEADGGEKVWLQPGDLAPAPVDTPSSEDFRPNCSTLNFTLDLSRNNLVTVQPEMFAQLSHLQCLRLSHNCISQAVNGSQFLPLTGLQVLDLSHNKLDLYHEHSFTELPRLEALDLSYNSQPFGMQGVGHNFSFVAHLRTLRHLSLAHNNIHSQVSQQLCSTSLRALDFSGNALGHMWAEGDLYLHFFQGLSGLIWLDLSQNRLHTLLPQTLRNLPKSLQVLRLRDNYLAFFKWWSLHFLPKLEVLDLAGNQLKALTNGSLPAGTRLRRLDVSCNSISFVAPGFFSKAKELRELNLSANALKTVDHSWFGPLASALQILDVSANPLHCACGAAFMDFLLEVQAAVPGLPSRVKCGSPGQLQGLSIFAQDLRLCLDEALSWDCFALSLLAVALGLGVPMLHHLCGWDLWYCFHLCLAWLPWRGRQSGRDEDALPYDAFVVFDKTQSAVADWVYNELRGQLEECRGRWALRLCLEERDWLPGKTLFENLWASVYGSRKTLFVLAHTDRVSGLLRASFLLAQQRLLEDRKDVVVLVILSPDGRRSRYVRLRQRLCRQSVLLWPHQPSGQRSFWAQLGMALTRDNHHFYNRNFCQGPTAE
ABCB6 inh 2: inhibitors of human ABC transporter ABCB6 | Q9NP58 | K562-ABCB6 porphyrin accumulation, flow cytometry, 1 h; stronger effect = lower value | fluorescence ratio to DMSO, % at 10 µM | actives 0.19% (n = 360,000) | AID 602162;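 active = fluorescence ratio to DMSO below 75%, the collection mean minus 3 SD; inconclusive = too few cells collected in the well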;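 also: signal is porphyrin accumulated inside mitochondria; 100% equals median channel fluorescence of DMSO control wells; lower ratio means ABCB6 inhibition with less porphyrin fluorescence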
NOD2-RIPK2 inh: blocks binding of human NOD2 to RIPK2 | O43353 | CHO BLA complementation NOD2-RIPK2, CCF4 ratio | inhibition, % at 4.98 µM | actives 0.38% (n = 360,000) | AID 624267; in the data active = inhibition above about 21%;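 also: 0% = vehicle only and 100% = reference blocker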
MC4R ag barr: human MC4R agonism via beta-arrestin; P32245; U2OS MC4R beta-arrestin complementation, luminescence; percent of melanotan II response, DMSO zero; activation, % at 8.9 µM; actives 0.98% (n = 360,000); AID 540308;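 active = activation above a per-plate cutoff, the mean activation of sample wells on that plate plus 3 SD, cut at about 8% in these data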
aDG glyco act: alpha-DG glycosylation activation; Pro5-aDG cells, alpha-DG glycosylation AlphaScreen (IIH6); 0% Pro5, 100% B10-LARGE cell signal; activation, % at 10 µM; actives 0.22% (n = 360,000);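 active = activation of at least 8% versus controls, or a plate z-score of at least 8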;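 also: Pro5 are CHO cells carrying HIG-tagged alpha-DG that lacks glycosylation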
Glyco luc inh: N-linked glycosylation inhibition. reporter increase, % at 12.5 µM. actives 0.23% (n = 360,000). D54 ERlucT glycosylation luciferase reporter, 24 h; percent of 100 nM tunicamycin response;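 active = mean luciferase reporter signal, scaled so untreated is 0 and the glycosylation-blocking control 100, at or above a set limit in every replicate; inconclusive = mean reaches the limit but not every replicate does; inactive = mean below the limit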;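 also: luciferase carries N-glycosylation sites so blocking glycosylation raises the light; 0% = median of neutral control wells and 100% = median of 100 nM tunicamycin wells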
Numbers without * were called inactive; ? = inconclusive; nt = not tested or not shown. These rows are one share of the data, so the mix of outcomes need not match the whole.

SMILES	Granule exo inh	ABHD5-PLIN5 inh	MC4R antagonist	Vif imaging	TLR9-MyD88 block	ABCB6 inh 2	NOD2-RIPK2 inh	MC4R ag barr	aDG glyco act	Glyco luc inh
CN1C(=O)S/C(=C/c2cccnc2)C1=O	0	4	17	3	0	94	4	-0.3	0.5	2
COc1ccc(CC(=O)NCC2CCCN(Cc3ccc(F)c(OC)c3)C2)cc1 (configuration not stated)	59*	7	4	-3	5	100	-12	1.2	-0.2	1
Cc1cc(C(c2nnnn2Cc2ccccc2)N2CCOCC2)c(C)n1-c1ccc2c(c1)OCO2 (configuration not stated)	7	5	24	-2	1	98	3	-1.6	0.8	-3
COc1ccc(C2=Nc3ccccc3N(C(=O)Cc3cc(OC)cc(OC)c3)C2C(=O)NC(C)(C)C)cc1 (configuration not stated)	-1	8	nt	nt	nt	nt	7	nt	3.6	nt
O=C(CN1C(=O)CSc2ccc(S(=O)(=O)N3CCOCC3)cc21)NCc1ccc(F)cc1	-4	2	-1	-4	-8	104	-2	-0.9	0.2	-1
COc1cc(NC(=O)c2c3c(nc4ccccc24)CCC3)cc(OC)c1	-3	2	20	2	6	101	0	0.5	0.0	-2
C/C(=N/NC(=O)c1ccn(C)n1)c1ccncc1	1	7	3	0	nt	100	-14	-0.2	-0.1	3
CN(C)Cc1ncccc1Oc1nc2cc(-c3cccc(Cl)c3)sc2c(=O)n1C	1	-2	1	-4	nt	99	0	-0.5	1.8	2
Nc1cc(-c2nc3ncccc3o2)ccc1Cl	2	-3	-2	15	9	100	-4	1.1	-0.1	0
O=C(CCCNS(=O)(=O)c1ccc(Br)cc1)N1CC[C@@]2(O)CCCC[C@H]2C1	?	5	1	-7	-15	95	4	2.2	-0.1	1
CC(C)[C@H](NC(=O)OCc1ccccc1)C(=O)OCC(=O)N1CCN(c2ccc(F)cc2)CC1	4	10	3	30	1	94	-2	1.2	0.5	1
CCc1ccccc1NCC(=O)Nc1ccc(Cl)c(C(F)(F)F)c1	14	-20	-1	-1	-1	99	-4	1.0	0.5	-7
O=S(=O)(c1ccccc1)N1CCN(c2ncccn2)CC1	-5	2	14	2	7	108	11	-0.5	0.1	0
CCN(CC(=O)Nc1ccc2c(c1)OCCO2)C(=O)C1CCCCC1	1	-5	10	10	4	86	-8	0.8	0.0	-1
O=C(CSc1nnc(CN2CCCCC2)n1-c1ccccc1)c1ccc2c(c1)OCO2	4	-1	11	-6	-2	97	-9	-1.3	0.6	-2
COC1CC(=O)C2OC(c3ccccc3)OCC2O1 (configuration not stated)	0	6	12	9	11	99	-4	-0.3	0.3	0
CNc1cnn(-c2ccc(C)cc2)c(=O)c1Sc1ccc(C)cc1	-6	-6	-2	5	5	79	-7	-3.2	0.1	-1
CCOc1ccc(Nc2nc(Cl)nc(NCCO)n2)cc1	2	4	6	0	3	100	4	-0.3	-0.2	2
Cc1cc(NC(=O)CN2CCN(C/C=C/c3ccccc3)CC2)c([N+](=O)[O-])cc1C	-4	4	20	-1	-1	99	-11	-1.8	-0.3	-5
O=[N+]([O-])c1cc2ccccc2nc1-c1ccccc1	-30	-1	-3	5	1	99	2	-1.8	-0.2	-1
COCCN(C(=O)c1cc(Cl)ccn1)c1c(N)n(Cc2ccccc2)c(=O)[nH]c1=O	-3	4	9	-1	-8	111	-4	0.8	-0.2	1
Cc1ccc(NC(=O)CCc2nnc3ccc(N4CCN(C)CC4)nn23)cc1F	-3	4	11	-22	7	107	2	-1.5	0.3	2
CCNC(=O)C1(C)CCCN1Cc1c(F)cccc1F (configuration not stated)	6	1	3	-2	nt	97	6	-1.2	-0.2	2
N#Cc1c(Sc2ncc(C(F)(F)F)cc2Cl)nsc1C/C=N\OCc1ccccc1Br	-2	-4	15	5	2	105	6	-1.6	-0.3	-3

11 entries from above, set out differently.
mol,Granule exo inh,ABHD5-PLIN5 inh,MC4R antagonist,Vif imaging,TLR9-MyD88 block,ABCB6 inh 2,NOD2-RIPK2 inh,MC4R ag barr,aDG glyco act,Glyco luc inh
CCN(CC(=O)Nc1ccc2c(c1)OCCO2)C(=O)C1CCCCC1,1,-5,10,10,4,86,-8,0.8,0.0,-1
O=C(CSc1nnc(CN2CCCCC2)n1-c1ccccc1)c1ccc2c(c1)OCO2,4,-1,11,-6,-2,97,-9,-1.3,0.6,-2
COC1CC(=O)C2OC(c3ccccc3)OCC2O1 (configuration not stated),0,6,12,9,11,99,-4,-0.3,0.3,0
CNc1cnn(-c2ccc(C)cc2)c(=O)c1Sc1ccc(C)cc1,-6,-6,-2,5,5,79,-7,-3.2,0.1,-1
CCOc1ccc(Nc2nc(Cl)nc(NCCO)n2)cc1,2,4,6,0,3,100,4,-0.3,-0.2,2
Cc1cc(NC(=O)CN2CCN(C/C=C/c3ccccc3)CC2)c([N+](=O)[O-])cc1C,-4,4,20,-1,-1,99,-11,-1.8,-0.3,-5
O=[N+]([O-])c1cc2ccccc2nc1-c1ccccc1,-30,-1,-3,5,1,99,2,-1.8,-0.2,-1
COCCN(C(=O)c1cc(Cl)ccn1)c1c(N)n(Cc2ccccc2)c(=O)[nH]c1=O,-3,4,9,-1,-8,111,-4,0.8,-0.2,1
Cc1ccc(NC(=O)CCc2nnc3ccc(N4CCN(C)CC4)nn23)cc1F,-3,4,11,-22,7,107,2,-1.5,0.3,2
CCNC(=O)C1(C)CCCN1Cc1c(F)cccc1F (configuration not stated),6,1,3,-2,nt,97,6,-1.2,-0.2,2
N#Cc1c(Sc2ncc(C(F)(F)F)cc2Cl)nsc1C/C=N\OCc1ccccc1Br,-2,-4,15,5,2,105,6,-1.6,-0.3,-3

(cont.)
SMILES	Granule exo inh	ABHD5-PLIN5 inh	MC4R antagonist	Vif imaging	TLR9-MyD88 block	ABCB6 inh 2	NOD2-RIPK2 inh	MC4R ag barr	aDG glyco act	Glyco luc inh
COc1ccc(CCNCc2ccc(-c3ccccc3)cc2)cc1OC	34	0	13	2	-10	102	-7	4.6	0.8	6
O=C(O)c1cnn2c(C(F)(F)F)cc(-c3ccco3)nc12	-2	5	11	-1	-15	96	-4	1.7	-0.1	2
COc1ccc(NS(=O)(=O)c2cccc(C(=O)N3CCOCC3)c2)cc1	-6	7	8	-2	-7	105	-3	-1.3	1.4	0
O=C(Cc1cccs1)N(Cc1ccco1)C1(C(=O)NC2CCCC2)CCCCC1	43	-4	5	nt	-8	95	-20	-0.6	-0.1	-2
COc1cccc(C(C(=O)NC2CCCCC2)N(C(=O)c2csnn2)C2CC2)c1 (configuration not stated)	0	-1	13	7	-7	95	-17	-2.2	-0.1	-2
COc1cc(S(=O)(=O)n2nc(C)cc2C)c(OC)cc1Cl	3	4	-4	-1	-5	99	-8	2.2	0.0	1
CSc1ccc(CN2CCC2(C)C(=O)Nc2ccc(C)c(O)c2)cc1 (configuration not stated)	-9	-11	11	-6	nt	95	-2	-0.2	0.0	3
C/C(=N\N=C(/N)SC1CC(=O)N(c2ccccc2)C1=O)c1cccs1 (configuration not stated)	-2	-5	5	-5	6	97	-3	-0.5	0.0	4
CCOc1cc(N2CCOCC2)c(OCC)cc1NC(=O)COC(=O)c1c(CC)noc1C	-4	3	0	-4	5	96	-16	0.5	-0.2	2
CCC(C)Nc1nc2c(c(=O)[nH]c(=O)n2C)n1CCOc1ccccc1 (configuration not stated)	6	-6	-10	-5	14	81	-11	-1.9	-0.1	4
CCCC(=O)N(Cc1cc(=O)[nH]c2ccccc12)c1cccc(C)c1	-2	-8	0	-10	-2	92	-3	-1.5	-0.2	-3
CCOC(=O)/C(=N\Nc1ccccc1Cl)N1CCN(C)CC1	-4	0	-4	-2	2	99	-3	-2.2	-0.2	3
Cc1ccc2nc(-c3ccc(SCC(=O)Nc4nc(C)cs4)nc3)[nH]c2c1	-1	-14	7	2	-7	95	-4	0.3	0.2	-4
Cc1sc(NC(=O)c2ccccc2)c(C(c2ccccn2)N2CCN(CCO)CC2)c1C (configuration not stated)	27	11	-3	-8	-20	97	6	-1.7	-0.1	-7
CCOC(=O)c1ccccc1NC(=O)COC(=O)CCCOc1ccccc1	11	-2	8	7	-2	96	0	-3.2	1.6	4
O=C(N/N=C/c1c[nH]c2ccccc12)C1CC1c1ccccc1 (configuration not stated)	1	-3	0	-10	-5	97	7	-0.9	0.5	-1
Cn1c(=N)n(CC(O)c2ccccc2)c2ccccc21 (configuration not stated)	0	1	5	-7	2	101	2	-2.0	0.0	1
Cn1c(=O)c2c3c(sc2n2cnnc12)CCC3	2	-3	13	-7	2	99	7	0.4	-0.1	0
Cn1c(CC(=O)Nc2cccc(Cl)c2Cl)nnc1SCC(=O)NC1=NCCS1	-6	-5	1	12	-3	99	3	-0.6	0.0	0
Cc1ccc(C)c(C(=O)Nc2ccncc2)c1	-10	4	-2	-9	-14	94	3	-1.5	-0.1	-1
CC(=O)Nc1ccc(NC(=O)CN(C)S(=O)(=O)c2ccc3c(c2)CCC(=O)N3)cc1	-10	-1	-2	0	-3	91	-9	-1.1	-0.1	-2
COc1cccc(N2CN(CCc3ccccc3)CNC2=S)c1	13	-7	3	6	nt	94	-16	0.3	0.0	1
CCCCCCCc1c(O)nc(SCCN(C)C)[nH]c1=O	-4	-3	4	4	-10	96	-8	-1.7	0.1	-1
Cc1ccccc1/[N+]([O-])=C/c1ccncc1	-1	7	4	-13	-3	88	1	-0.5	-0.2	1
COc1ccc(C(=O)OCCCOC(=O)c2ccc(OC)cc2OC)c(OC)c1	1	4	5	-9	-14	96	5	-3.6	0.0	0
Cc1ccc(NC(=O)NNc2cccc(Cl)n2)cc1	11	-7	1	-11	-5	100	-6	-1.3	0.1	0
CC(=O)c1cccc(NC(=O)N2CCC(C(=O)c3ccc(F)cc3)CC2)c1	-4	3	2	-5	1	97	-5	-1.0	0.3	-7
CC1Cc2ccccc2N1C(=O)C1CCN(S(=O)(=O)Cc2ccccc2)CC1 (configuration not stated)	-2	2	5	0	-9	146	-7	-0.3	0.3	1
CC(NC(=O)Cc1ccccc1)c1ccc(F)cc1 (configuration not stated)	-5	-5	-5	1	-13	98	-2	4.0	0.0	2
Cc1nc(C)c(-c2csc(Nc3ccc(Cl)cn3)n2)s1	-3	-3	-2	-31	-2	87	-6	1.8	0.5	-2
Cc1cccnc1N1C(=O)c2ccc(C(=O)O)cc2C1=O	-3	11	8	-8	-3	97	-8	0.1	-0.1	1
CCCCCn1c(=O)[nH]c2cc(C(=O)N3CCN(c4ccc(C(C)=O)cc4)CC3)ccc2c1=O	24	1	-1	-67	-10	99	-5	1.6	0.6	-2
COc1ccccc1OCC(=O)N/N=C1\CCc2ccccc21	11	-2	4	15	-8	94	-6	1.1	0.4	-2
